Screening data from PubChem.
A3A deaminase: APOBEC3A ssDNA deaminase inhibitors, primary screen, selectivity assay for APOBEC3G inhibitor project, biochemical, FAM/TAMRA oligo cleavage fluorescence; hit rate 0.41% among 330,000; DNA dC->dU-editing enzyme APOBEC-3A (Homo sapiens), P31941; recombinant A3A, FAM/TAMRA ssDNA deamination fluorescence; inhibition, % at 20 µM;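 active = at least 40% inhibition at 20 µM here, with at most 30% in a related deaminase screen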;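 note: plate controls were A3A with DMSO for no effect and wells lacking A3A enzyme for full effect; some results filed as inactive read as strong as hits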
Target sequence (P31941 whole entry, looked up): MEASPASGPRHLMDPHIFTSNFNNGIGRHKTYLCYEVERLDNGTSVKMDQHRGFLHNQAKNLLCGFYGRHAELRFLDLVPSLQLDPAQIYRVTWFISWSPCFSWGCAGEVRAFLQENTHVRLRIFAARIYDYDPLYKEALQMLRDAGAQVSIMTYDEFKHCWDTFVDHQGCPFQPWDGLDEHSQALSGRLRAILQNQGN
CXCR6 inh: CXCR6 receptor inhibitors, primary screen, cell-based, beta-arrestin, luminescence, CHO-K1 PathHunter, 1536-well; inhibition, % at 20 µM; hit rate 0.36% among 360,000; C-X-C chemokine receptor type 6 (Homo sapiens), O00574; in the data active = inhibition above about 34%, passing the limit was not always enough;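 note: antagonist mode with CXCL16 agonist at 10 nM final; 0% = 10 nM CXCL16 with DMSO and 100% = unstimulated wells without agonist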
EBI2 antag: EBI2 receptor antagonists, beta-arrestin recruitment, primary screen, cell-based, luminescence, 7a,25-OHC stimulation, uHTS; G-protein coupled receptor 183 (Homo sapiens), P32249; 7a,25-OHC stimulated; inhibition, % at 5 µM; hit rate 0.81% among 360,000; AID 651636, 2012; in the data active = inhibition above about 38%;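 note: enzyme fragment complementation signal reports receptor beta-arrestin coupling in cells; 0% = agonist plus DMSO wells and 100% = wells without agonist; some results beyond the cut were filed as inactive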
Target sequence (P32249 whole entry, looked up, the tested form may be a part): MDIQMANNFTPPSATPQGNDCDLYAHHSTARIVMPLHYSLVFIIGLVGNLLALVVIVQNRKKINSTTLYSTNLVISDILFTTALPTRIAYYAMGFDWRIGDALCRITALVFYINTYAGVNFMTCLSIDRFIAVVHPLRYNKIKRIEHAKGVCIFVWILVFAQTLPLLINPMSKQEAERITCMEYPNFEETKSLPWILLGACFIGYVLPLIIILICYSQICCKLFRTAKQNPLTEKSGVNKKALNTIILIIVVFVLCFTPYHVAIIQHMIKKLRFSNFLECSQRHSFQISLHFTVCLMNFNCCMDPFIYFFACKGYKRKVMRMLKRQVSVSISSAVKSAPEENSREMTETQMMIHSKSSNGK
MPTP inh: mitochondrial permeability transition pore inhibitors, primary screen, biochemical, isolated mouse mitochondria, absorbance. Ca2+ swelling absorbance, 30 min. inhibition, % at 10 µM. hit rate 1.4% among 360,000;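 active = inhibition of 50% or more, scaled per plate between neutral and stimulator controls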;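 note: 0% = DMSO wells given calcium and 100% = 1 mM EGTA wells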
CCR6 antag: CCR6 receptor antagonists, primary screen, cell-based, CHO-K1, luminescence, beta-arrestin, uHTS | C-C chemokine receptor type 6 (Homo sapiens), P51684 | CHO-K1 CCR6 PathHunter beta-arrestin, CCL20-stimulated | inhibition, % at 20 µM | hit rate 0.49% among 340,000 | AID 493098, 2011;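 active = compounds whose inhibition of the agonist-driven luminescence signal at 20 µM reaches about 50%, limit read from the data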;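 note: cells stimulated with CCL20 at 14 nM final; plate controls were DMSO with CCL20 for no effect and DMSO without agonist for full effect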
Target sequence (P51684 whole entry, looked up): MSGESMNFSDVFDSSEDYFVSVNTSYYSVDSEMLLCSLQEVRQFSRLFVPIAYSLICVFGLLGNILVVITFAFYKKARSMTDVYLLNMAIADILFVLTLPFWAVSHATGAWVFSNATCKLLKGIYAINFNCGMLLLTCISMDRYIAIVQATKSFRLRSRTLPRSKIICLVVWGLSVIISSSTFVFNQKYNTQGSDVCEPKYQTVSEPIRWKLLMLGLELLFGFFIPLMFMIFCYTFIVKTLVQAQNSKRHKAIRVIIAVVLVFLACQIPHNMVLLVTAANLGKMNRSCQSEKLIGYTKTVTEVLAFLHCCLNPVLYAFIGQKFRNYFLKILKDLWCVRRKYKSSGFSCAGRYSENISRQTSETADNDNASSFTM
Gli-Sufu block: Gli-Sufu pathway antagonists, primary screen, luciferase luminescence, Sufu-KO-LIGHT cells, uHTS | Sufu-KO-LIGHT fibroblasts, Gli luciferase reporter luminescence | inhibition, % at 5 µM | hit rate 0.74% among 340,000;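 active = inhibition above about 55%, limit read from the data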;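 note: 0% = DMSO-treated cells and 100% = wells with medium but no cells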
A3G deaminase: APOBEC3G DNA deaminase inhibitors, primary screen, biochemical, fluorescence, single-stranded DNA substrate, uHTS; recombinant A3G, ssDNA deamination FAM/TAMRA fluorescence; inhibition, % at 20 µM; hit rate 0.28% among 330,000;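 active = inhibition of at least 40% at 20 µM, with no more than 30% in the related APOBEC3A deaminase screen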;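 note: plate controls were DMSO wells with A3G for no effect and wells lacking A3G enzyme for full effect; some compounds called inactive have numbers as strong as hits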
NR3A LBD binder: binders of NR3A ligand-binding domain, primary screen, biophysical, differential scanning fluorimetry, uHTS. AID 1259313, 2017. NR3A LBD differential scanning fluorimetry, Tm shift; 0% = protein alone, 100% = glycine-bound protein. Tm shift relative to glycine control, % at 25 µM. Glutamate receptor ionotropic, NMDA 3A (GRIN3A) ligand-binding domain. hit rate 2.5% among 340,000;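 active = melting temperature shift of at least 10% of the positive control shift, at one fixed dose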
An asterisk follows results filed as active; · = not tested or not shown.

SMILES	A3A deaminase	CXCR6 inh	EBI2 antag	MPTP inh	CCR6 antag	Gli-Sufu block	A3G deaminase	NR3A LBD binder
C[C@@H]1CCC2[C@](C)(CO)[C@@H](O)CC[C@]2(C)[C@@]12C[C@](CO)(CC(=O)O)CO2 (some centres undefined)	2	-2	-5	-0.1	-12	5	-4	0
Cn1c(CNC(=O)c2ccco2)nnc1SCC(=O)N1CCN(c2ccccc2F)CC1	-3	6	-7	-0.1	25	24	-8	1
Cc1ccc(C(=O)N2CCCC(CCC(=O)NCc3ccccc3F)C2)cn1 (centres undefined)	1	0	-4	-1.4	-15	-14	-4	2
Cc1ccc(C(=O)N/N=C/c2cccc(OC(=O)/C=C/c3ccco3)c2)cn1	24	6	-9	-0.1	3	1	6	0
O=C(NCCCn1ccnc1)c1nc(Cn2cc(Br)cn2)no1	0	-4	-14	0.4	7	38	2	0
Cc1ccc(Cl)c(NC(=O)CN(C)CC(=O)Nc2ccc(F)c(F)c2F)c1Cl	-3	7	4	-0.8	1	5	-7	-1
COCCN(C(=O)c1ccco1)c1nc(-c2ccccc2)cs1	-3	6	17	0.2	1	9	-7	2
COc1ccc(N2CCN(Cc3cc(=O)oc4cc(C)c(Cl)cc34)CC2)cc1	0	9	8	2.1	-10	2	-3	-1
Cc1cc(C=O)c(C)n1-c1sc2c(c1C(=O)O)CCCC2	6	0	-11	1.8	-1	-3	0	2
COc1ccc(CCNC(=O)COc2ccc3c(C)cc(=O)oc3c2)cc1OC	-1	-7	-13	-2.0	9	-3	-8	-1
CC(C)C(=O)NC(c1ccccc1)c1cc([N+](=O)[O-])c2cccnc2c1O (centres undefined)	-1	34	2	1.3	20	2	11	-5
CCCN(CC(=O)Nc1ccc(F)c(F)c1F)Cc1cc(=O)n2ccsc2n1	-5	1	-3	4.8	-1	6	-8	-1
COCCNC(=O)CN(Cc1ccc(F)cc1)C(=O)CCC(=O)Nc1nccs1	3	-3	-5	-0.8	11	13	8	-6
CCOC(=O)C1CCCN(C(=O)c2ccc3nc(-c4ccccc4)c(-c4ccccc4)nc3c2)C1 (centres undefined)	-5	-5	12	1.6	21	3	-6	2
O=C(NNc1ccccc1)Nc1ccccc1F	0	5	-2	0.7	9	21	-8	0
CCN(CC(=O)Nc1cc(Cl)ccc1C)C(=O)C1CC(=O)N(Cc2ccccc2)C1 (centres undefined)	16	2	-4	1.5	1	-3	-4	0
CSc1cccc2sc(NC(=O)C3=COCCO3)nc12	-5	-3	8	-1.4	3	-16	-12	1
CC(C(=O)O)n1c(C(F)(F)F)nc2ccccc21 (centres undefined)	-2	-4	1	0.1	-5	-5	-5	1
COc1ccc(N2CCN(Cc3cc(OC)c(O)c([N+](=O)[O-])c3)CC2)cc1	-1	4	-7	0.8	8	-8	-9	-2
CCC(Oc1cc(Cl)ccc1Cl)C(=O)NN1C(=O)C2C3CCC(C3=C(C)C)C2C1=O (centres undefined)	0	0	-4	1.6	-6	-6	-1	-8
CCCC(=O)Nc1nc(-c2ccc3c(c2)OCCO3)cs1	0	4	-2	0.2	-4	-109	-10	-1
CN(C(=O)Cn1cccc1C1=NC(c2ccccc2)CO1)c1ccccc1 (centres undefined)	-6	0	-13	-0.4	16	-8	-7	-2
O=C(O)CCN(Cc1ccccc1)S(=O)(=O)c1ccc(Cl)cc1F	2	1	-4	3.8	16	9	-10	-1
Cc1ccnc(SCc2cc(=O)c(OC(=O)c3ccc(Cl)c([N+](=O)[O-])c3)co2)n1	-6	7	-6	0.5	10	3	-4	-3
O=C(NCC1CCCO1)C1CCN(S(=O)(=O)c2cc(Cl)ccc2Cl)CC1 (centres undefined)	-5	4	9	1.0	9	-17	-2	0
More results follow:
SMILES	A3A deaminase	CXCR6 inh	EBI2 antag	MPTP inh	CCR6 antag	Gli-Sufu block	A3G deaminase	NR3A LBD binder
Cc1cc(SCC(=O)Nc2cccc(S(=O)(=O)NC3=NCCCCC3)c2)c(C)cc1Br	0	-6	6	-19	10	11	-4	-1
CCN(CC)c1nc2cc(C)ccc2cc1/C=C(\C#N)C(N)=O	2	0	-8	0.6	21	7	1	-3
O=C(O)c1[nH]c2ccccc2c1C(c1cccc(O)c1)c1c(C(=O)O)[nH]c2ccccc12	-6	3	5	0.0	5	8	-9	1
O=S(=O)(CC(O)COc1ccccc1Cl)c1ccccc1 (centres undefined)	-5	-1	-5	2.9	14	0	-9	1
CCCCNC(=O)Cn1nc(-c2ccc(C)cc2)ccc1=O	-4	-5	-7	0.1	1	1	-7	-4
CCN(CCO)Cc1csc2cccc(Br)c12	0	7	-11	1.2	-2	25	-3	0
COc1ccc(/C=C/C(=O)OCC(=O)c2c(N)n(C)c(=O)n(C)c2=O)cc1	9	2	8	1.4	15	3	1	2
COc1ccccc1-c1nnc(SCC(=O)NCc2c(C)c(Cl)cc(C(C)C)c2O)o1	0	1	28	18	9	0	-5	23*
O=C(c1cc(-c2cccc(Cl)c2)on1)N1CCN(c2ccc(F)cc2)CC1	0	-2	13	1.2	-3	-6	-7	2
O=C(Nc1ccc(NS(=O)(=O)c2ccccc2)c(Cl)c1)c1ccccc1	·	4	-2	-1.9	6	-27	·	-20
COC(=O)c1ccc2c(c1)SC1=C(CCCC1=O)N2	-3	7	-10	0.2	21	-24	-7	0
Cc1ccc(NC(=O)C2CCCN2C(=O)Oc2ccccc2)cc1C (centres undefined)	1	-4	-6	1.6	-16	1	-4	2
O=C1/C(=C/c2cccnc2)SC(=S)N1CC1CCCO1 (centres undefined)	6	5	-10	-0.7	7	13	-2	-1
Cc1cccc(S(=O)(=O)N2CN(CC3CCCO3)c3nc4ccccc4nc32)c1 (centres undefined)	-3	-4	-5	-2.0	1	31	2	0
CN1OC[C@@H]2CN(C(=O)CCc3ccccc3)[C@H](c3cccc(Oc4ccccc4)c3)C[C@@H]21	·	3	9	-1.5	12	-21	·	-2
CCc1cc2c(=O)n(C(C)C(=O)OC3CCCCC3)cnc2s1 (centres undefined)	4	-5	24	0.0	12	-13	0	0
Cn1c(C=O)c(C#CC(C)(C)O)c2ccccc21	8	-3	-5	1.1	-5	-4	-9	-1
CC(C)(O)C#Cc1ccc(C(=O)N2CCN(c3ccc(F)cc3)CC2)cc1	4	-2	-2	4.0	-5	0	0	-2
O=C(NC(c1ccccc1)c1ccccc1)N1CCN(CCO)CC1	3	3	-9	-0.2	4	-9	4	-1
Cc1ccc(/C(O)=C/c2nc3ccccc3oc2=O)cc1	-1	12	2	2.2	19	16	-1	1
CC(C)c1nc(NCCN2CCOCC2)c(C#N)c2c1COC(C)(C)C2	-1	9	-12	0.6	5	-4	-2	-1
CC1CCN(c2ccc3nnc(CCC(=O)Nc4cc(F)ccc4F)n3n2)CC1	0	2	-12	-0.1	0	-1	1	-1
CCn1ncc(C2=NOC(C(=O)NCC(C)C)C2)c1C (centres undefined)	3	-13	4	1.0	-7	-2	-3	0
COc1ccccc1C(=O)NCCC(=O)NCC1CCCCC1	-1	3	3	-0.8	3	2	-2	-1
Cn1c(SCC(=O)Nc2cc(Cl)cc(Cl)c2)nnc1-c1ccc2nonc2c1	3	-4	1	6.3	5	-2	4	45*
The listing continues.
SMILES	A3A deaminase	CXCR6 inh	EBI2 antag	MPTP inh	CCR6 antag	Gli-Sufu block	A3G deaminase	NR3A LBD binder
O=C(Nc1nnc(S(=O)(=O)N2CCCC2)s1)c1ccccc1F	-1	8	0	-1.3	5	1	-6	-3
NC(=O)CSc1n[nH]c(-c2ccco2)n1	6	-9	4	1.0	-4	6	-2	-2
CCOC(=O)c1cc2c(c(-c3ccccc3)n1)[C@H](CCO)N(S(=O)(=O)C(C)(C)C)C2	·	0	-11	0.7	5	-3	·	3
O=C(COC(=O)c1ccc([N+](=O)[O-])o1)NC1CCCCC1	4	-16	-11	-1.1	-16	-1	-4	0
COc1ccccc1CNC(=O)C1CCCN(S(=O)(=O)c2ccc3c(c2)CC(C)N3C(C)=O)C1 (centres undefined)	-3	3	-2	-1.6	-2	31	-7	-1
CN1CCN(C(CNS(=O)(=O)c2cccs2)c2cccnc2)CC1 (centres undefined)	-9	-1	-11	0.1	8	3	-7	-4
CCCC1OC23CCCCC2C(C#N)(C#N)C1(C#N)C(=N)O3 (centres undefined)	-1	14	-3	0.5	8	5	-2	-1
COc1ccc(S(=O)(=O)N2CCOCC2)cc1NC(=O)c1cc(=O)[nH]c2ccccc12	1	-2	4	0.3	9	32	-2	-1
Cc1nnc(SCCn2c(N3CCN(Cc4ccccc4)CC3)nc3c2c(=O)[nH]c(=O)n3C)s1	-1	3	-7	-1.4	-9	5	-3	-2
NS(=O)(=O)c1ccc(CCNS(=O)(=O)c2ccc3c(c2)NC(=O)CO3)cc1	4	3	-2	-1.2	13	-6	-1	2
O=C1NC(=S)S/C1=C\c1cc(Cl)ccc1Cl	·	15	-3	98*	18	2	·	2
Nc1n[nH]c(=S)n1-c1ccc(Cl)cc1	-2	7	-5	-0.5	-4	45	52*	-4
CCCCn1[nH]c(-c2ccccc2)cc1=O	-4	0	-3	-0.2	7	23	-8	-1
Cc1cc(C)c(S(=O)(=O)NCc2ccc3c(c2)OCO3)cc1C	1	-6	5	0.9	10	3	2	5
CCN(Cc1ccccc1)S(=O)(=O)c1ccc(C(=O)Nc2nnc(-c3ccccc3OC)o2)cc1	5	15	-6	-24	14	10	2	3
CC(=O)Nc1ccc(NC(=O)COC(=O)c2c(C)nn(-c3ccccc3)c2C)cc1	1	2	-6	-1.7	19	-8	-1	0
CC(C)(C)c1ccccc1N=Cc1ccc2ccccc2n1	-1	-22	18	8.8	18	8	-1	-2
CCOc1ccc(NC(=O)CCn2c(=O)[nH]c3ccsc3c2=O)cc1	-1	-2	-7	-1.7	-18	0	-2	19*
CCc1nc2sc(C(=O)O)c(N)c2c2c1CCCC2	3	-3	1	0.3	2	9	-3	1
O=C(NCc1ccc(Cl)cc1)C1CCN(S(=O)(=O)c2ccc(N3CCCC3=O)cc2)CC1	-1	-11	18	-0.1	12	30	-3	2
COc1cccc(-n2nnnc2SCC(=O)Nc2ccc3c(c2)OCCO3)c1	-3	-7	-17	0.3	8	3	-3	1
CCCCc1nnc(NC(=O)CC(=O)Nc2ccccc2C(=O)O)s1	-3	6	-10	3.1	8	29	-7	2
CC(C)(C)CC(=O)Nc1ccccc1N1CCN(c2ccccc2)CC1	-2	-3	8	-1.0	17	16	-7	5
Cc1cc(NC(=O)CCC(=O)N(c2ccc(F)cc2)C(C(=O)NC2CCCC2)c2ccc(C)o2)no1 (centres undefined)	-1	5	3	-0.3	13	0	-5	-2
Cc1n[nH]c(=O)c2c(NC(=O)COC(=O)c3cc(F)cc(F)c3)oc(C)c12	-2	-4	-10	-0.6	16	-7	-11	-2
Cn1c(=O)c2cc3c(nc2n(C)c1=O)CC(c1ccccc1)CC3=O (centres undefined)	-3	20	10	1.1	16	8	-7	-1

Shown as comma-separated lines: part of the list above
molecule,A3A deaminase,CXCR6 inh,EBI2 antag,MPTP inh,CCR6 antag,Gli-Sufu block,A3G deaminase,NR3A LBD binder
Nc1n[nH]c(=S)n1-c1ccc(Cl)cc1,-2,7,-5,-0.5,-4,45,52*,-4
CCOC(=O)c1cc2c(c(-c3ccccc3)n1)[C@H](CCO)N(S(=O)(=O)C(C)(C)C)C2,·,0,-11,0.7,5,-3,·,3
COc1ccccc1CNC(=O)C1CCCN(S(=O)(=O)c2ccc3c(c2)CC(C)N3C(C)=O)C1 (centres undefined),-3,3,-2,-1.6,-2,31,-7,-1
